# Source: PubChem (National Center for Advancing Translational Sciences (NCATS))
# Pin1 inhibitor: inhibitors of human Pin1. hit rate 0.009% among 390,000. AID 504891. Potency, µM (doses to about 115 µM), inactives show top-dose activity, negative = inhibition, actives largely listed as inhibitors. Pin1 FP peptide displacement, HiFluor488, 10 min. Q13526; active means well fitted inhibition curve with a large enough effect in the polarisation, with a control signal flat, not every such curve was filed as active; inconclusive means small, poorly fitted or top-dose-only effect, or effect the other way, or a change in a side signal; inactive means no such curve, though single readings can be large or run the other way; the % refers to the polarisation; further: on the % scale 0 is the no-effect control and ±100 the full control effect
# Target sequence (Q13526 whole entry, looked up): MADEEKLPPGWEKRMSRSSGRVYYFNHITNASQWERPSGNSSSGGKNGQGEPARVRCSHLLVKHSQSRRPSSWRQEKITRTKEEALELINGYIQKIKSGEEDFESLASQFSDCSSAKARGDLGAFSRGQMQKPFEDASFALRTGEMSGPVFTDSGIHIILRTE
# JMJD2A Tudor inh: JMJD2A Tudor domain (human) inhibition; O75164; AlphaScreen JMJD2A-Tudor / H3K4me3 peptide binding; Potency, µM (highest dose often 114 µM), without a hit: at the top dose activity change, negative = inhibition, actives largely listed as inhibitors; hit rate 4.4% among 390,000; AID 504339; further: on the % scale 0 is the no-effect control and ±100 the full control effect; nearly all actives have a fitted effect of over 50% in size
# PGK inhibitor: T. brucei PGK inhibition; P07378; PGK/GAPDH coupled, Kinase-Glo luminescence, 60 min; Potency, µM (highest dose often 57.5 µM), inactives show top-dose activity change, negative = inhibition, usual class: inhibitors; hit rate 0.043% among 380,000; AID 602233; further: on the % scale 0 is the no-effect control and ±100 the full control effect; nearly all actives have a fitted effect of over 60% in size
#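 Recombinant glycosomal PGK reaction used 1,3-bisphosphoglycerate generated in-well by GAPDH (100nM final) in 100mM TEA pH 7.6, 5mM MgCl2, 0.01% Tween-20. After 60 minutes at room temperature, ATP was read by Kinase-Glo Plus luminescence end-point.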
# ERG-DNA inh: inhibitors of human ERG Ets domain-DNA interaction. P11308. AID 624246. hit rate 0.028% among 370,000. fluorescence polarization, His-ERG Ets domain / labelled DNA. Potency, µM (titrated, usually from 76.9 µM), for the others: at the highest dose FP activity, negative = inhibition, hits mostly inhibitors; active means well fitted inhibition curve with a large enough effect in the polarisation, with a control signal flat; inconclusive means small, poorly fitted or top-dose-only effect, or effect the other way, or a change in a side signal; inactive means no such curve, though single readings can be large or run the other way; the % refers to the polarisation;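 further: polarization taken with two DNA probes labelled with fluorescein and Texas red; % of control where 0% means no effect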
#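 His-tagged ERG Ets domain (1 uM in the protein solution; 300mM KCl, 50mM Tris-HCl, 1mM EDTA, 1mM DTT, pH 7.5) received compound, then a probe mix of 5 nM fluorescein-DNA and 100nM Texas-615-DNA. Fluorescence polarization was read for both dyes.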
# GLS inhibitor: glutaminase GLS (human) inhibition; GLS enzymatic activity, qHTS titration; O94925; AID 624170; Potency, µM (highest dose often 45.5 µM), without a hit: at the highest dose activity change, negative = inhibition, actives largely listed as inhibitors; hit rate 0.21% among 410,000; further: on the % scale 0 is the no-effect control and ±100 the full control effect
#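 Enzyme dispensed in phosphate buffer (45 mM, pH 8.2, 0.02% Tween-20), compounds pinned in, then 1 mM L-glutamine solution and the glutamate oxidase–HRP–Amplex Red mix added; fluorescence read immediately and again after 30 min at room temperature.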
# HP1b chromo inh: HP1-beta chromodomain-methylated histone interaction inhibition | P83916 | AlphaScreen HP1-beta / biotin-H3K9me3 peptide binding | Potency, µM (titrated, usually from 114 µM), inactives show at the top dose activity change, negative = inhibition, actives largely listed as inhibitors | hit rate 0.56% among 390,000 | AID 540317; further: nearly all actives have a fitted effect of over 70% in size; inactives centre near 23
#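 HP1-beta protein (50 nM final) preincubated 30 min at room temperature with biotinylated H3(1-18)K9me3 peptide (50 nM) in PBS pH 7.4, 0.01% Tween-20, then compound added for 30 min. AlphaScreen streptavidin donor/nickel chelate acceptor beads (10 ug/mL final), 30 min dark, luminescence read.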
# 12-LOX inh: ALOX12 (human) lipoxygenase inhibition; P18054; Potency, µM (series often up to 108 µM), without a hit: at the highest dose activity change, negative = inhibition, most hits filed as inhibitors; hit rate 1.1% among 580,000; purified 12hLO, xylenol orange hydroperoxide absorbance; further: on the % scale 0 is the no-effect control and ±100 the full control effect
# Target sequence (P18054 whole entry, looked up): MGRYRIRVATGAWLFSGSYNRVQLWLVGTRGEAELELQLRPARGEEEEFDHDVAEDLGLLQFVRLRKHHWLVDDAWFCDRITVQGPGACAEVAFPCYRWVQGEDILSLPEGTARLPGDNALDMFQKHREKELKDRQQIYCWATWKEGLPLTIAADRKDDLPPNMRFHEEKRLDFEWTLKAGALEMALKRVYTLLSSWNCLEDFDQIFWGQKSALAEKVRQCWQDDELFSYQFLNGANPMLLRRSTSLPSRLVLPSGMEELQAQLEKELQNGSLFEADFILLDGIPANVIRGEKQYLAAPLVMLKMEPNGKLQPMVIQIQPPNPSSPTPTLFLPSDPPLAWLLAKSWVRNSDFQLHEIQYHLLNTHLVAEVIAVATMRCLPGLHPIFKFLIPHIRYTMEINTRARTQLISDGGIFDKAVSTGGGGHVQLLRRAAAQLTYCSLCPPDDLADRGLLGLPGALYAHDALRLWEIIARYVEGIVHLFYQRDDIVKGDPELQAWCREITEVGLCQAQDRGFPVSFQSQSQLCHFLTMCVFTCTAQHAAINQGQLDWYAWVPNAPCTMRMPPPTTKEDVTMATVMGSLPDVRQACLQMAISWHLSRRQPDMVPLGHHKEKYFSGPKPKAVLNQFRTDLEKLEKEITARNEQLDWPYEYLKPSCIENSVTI
#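 Hydroperoxide product was detected by ferrous iron/xylenol orange as the 573 to 405 nm absorbance ratio. Arachidonic acid at 40 uM (final) was turned over for 30 min at room temperature by 150 nM human 12hLO, pH 7.0 Hepes buffer, after 15 min compound preincubation.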
# RGS4 inh: blocks human RGS4-accelerated GTP hydrolysis; Transcreener GDP fluorescence polarization, RGS4-accelerated GTP hydrolysis; hit rate 0.039% among 390,000; P49798; AID 504845; Potency, µM (highest dose often 114 µM), inactives show at the top dose activity change, negative = inhibition, usual class: inhibitors; further: on the % scale 0 is the no-effect control and ±100 the full control effect; nearly all actives have a fitted effect of over 75% in size; some results filed as inactive show a strong effect at the top dose
# Target sequence (P49798 whole entry, looked up): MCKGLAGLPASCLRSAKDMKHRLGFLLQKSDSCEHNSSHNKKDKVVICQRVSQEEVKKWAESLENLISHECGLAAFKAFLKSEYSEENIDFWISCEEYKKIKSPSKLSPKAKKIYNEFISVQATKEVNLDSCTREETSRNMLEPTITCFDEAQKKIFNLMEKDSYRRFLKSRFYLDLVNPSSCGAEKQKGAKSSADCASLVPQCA
#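 MLSMR compounds (23 nl, pin-transferred) preincubated 10 min at room temperature with a 500nM (2x) first reagent, then RGS4 at 900nM (2x) plus Transcreener GDP mix added; fluorescence polarization (620/688 nm) read before and after 90 min at 30 °C.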
# rTrxR1 inhibitor: blocks rat thioredoxin reductase 1; recombinant rTrxR1, NADPH fluorescence consumption, selenite substrate; hit rate 1% among 390,000; AID 588453; Potency, µM (highest dose often 114 µM), without a hit: top-dose activity change, negative = inhibition, most hits filed as inhibitors; O89049; further: on the % scale 0 is the no-effect control and ±100 the full control effect; nearly all actives have a fitted effect of over 65% in size
#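 Rat TrxR1 (90 nM in the dispensed reagent) was pre-reduced with 400 uM NADPH for 5 min at room temperature, then incubated with compound for 15 min. After 400 uM selenite was added, NADPH fluorescence (Ex 340/Em 450 nm) was followed for 8 min.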
# The depositor's hits bear a star; i = inactive; ? = inconclusive; . = not tested or not shown; & = joins results of further samples; [ ] = remark or other dose. Unless noted, the call rests on the fitted dose curve; in most records, active means well fitted curve in the direction sought with a large enough effect; inconclusive means small, poorly fitted or top-dose-only effect, or another doubt; inactive means no such curve, though single readings can be large; an effect the other way counts as inactive or inconclusive. Potency means the concentration at half of the fitted maximal effect. Not all compounds are listed; the hit share may differ from the screen's.
Pin1 inhibitor	molecule	JMJD2A Tudor inh	PGK inhibitor	ERG-DNA inh	GLS inhibitor	HP1b chromo inh	12-LOX inh	RGS4 inh	rTrxR1 inhibitor
-1%	Cc1ccccc1OCCCCCCN1CCNCC1	-27%	-2%	-7%	15%	-4%	?	9%	-5%[57.1 µM]
1%	ClCc1csc(-c2ccccc2Cl)n1	34%	7%	-3%	18%	67%[activator]	?	5%	-22%[57.1 µM]
-19%	COC(=O)C1=C[C@@H](C(=O)OC)[C@@H]2C3=C(C(=O)C2(C)C)[C@H](c2ccccc2)[C@@H]2C(=O)N(c4ccccc4)C(=O)[C@@H]2[C@@H]3C1	-19%	.	.	.	37%[activator]	.	-27%	-22%
0%	O=C(CN1CCN(S(=O)(=O)c2ccc(F)c(Cl)c2)CC1)N1CCOCC1	11%	-7%	-19%	-10%	39%	-2%	-5%	16%
-2%	CCCc1cc(=O)[nH]c(Nc2cc(Cl)ccc2OC)n1	-14%	-5%	-9%	9%	6%	-20%	13%	43%[activator]
-1%	CCOC(=O)CSc1nnc2n(C3CCCCC3)c(=O)c3c4c(sc3n12)CCCC4	-17%	-3%	8%	-1%	23%	3%	9%	5%
0%	CCOC(=O)CSc1nc(N2CCOCC2)c2c(c1C#N)CC(C(C)C)OC2 (centres undefined)	2%	i	-2%	0%	32%	-1%	-9%	-8%
?	Cc1ccc(N(C)S(=O)(=O)c2ccc(-c3cc(C)no3)s2)cc1	32%	i	13%	1%	57%[activator][57 µM]	-1%	-12%	17%
-12%	CCCCOc1ccc(C(=O)N/C(=C/C=C/c2ccccc2)C(=O)O)cc1	-24%	-1%	13%	15%	20%	?	-29%	7%
-3%&7%	COc1cc(NC(=O)CCS(=O)(=O)c2ccc3c(c2)n(C)c(=O)c(=O)n3C)cc(OC)c1	-1%&11%	-13%	-1%&-1%	-8%&-10%	29%&29%	427%&-17%[activator]	7%&-9%	11%[57.1 µM]
-1%	O=C(COc1ccc(F)cc1Cl)Nc1ccc(N2CCOCC2)cc1N1CCOCC1	-28%	-8%	6%	25%	-4%	?	-27%	20%
.	C/C(C/C(C)=C1/SC(=S)NC1=O)=C1\SC(=S)NC1=O	?	?	25%	-26%	?	?	?	?
-6%	O=C(OCCN1C(=O)c2ccccc2C1=O)[C@@H]1CC(O)CN1S(=O)(=O)c1ccccc1[N+](=O)[O-] (some centres undefined)	-9%	-6%	-6%	-1%	25%	8%	8%	-1%
-4%	CCCCN1C(=N)N([C@@H](C)CN2CCC[C@H]2CN2C(N)=NC[C@@H]2Cc2ccccc2)C[C@H]1[C@H](C)CC	?	-20%	4%	4%	28%	-12%	0%	-13%
3%	Cc1ccc(S(=O)(=O)NC(CC(C)C)C(=O)Nc2nccs2)cc1 (centres undefined)	-4%	0%	1%	-2%	25%	-19%	14%	6%[57.1 µM]
3%	COc1ccc(CNC(=O)COC(=O)[C@H](Cc2ccccc2)NC(=O)c2cccs2)cc1	-9%	-1%	-5%	1%	19%	50%	4%	0%
-2%	COc1ccc2nc(NCc3ccccc3)[nH]c2c1	-20%	11%	-1%	35%[activator]	1%	-22%	30%	12%[57.1 µM]
-6%	COCCN(C(=O)COC(=O)c1ccco1)c1c(N)n(Cc2ccccc2)c(=O)[nH]c1=O	4%	-1%	10%	-7%	19%	6%	1%	10%
?	COc1cc2cnc(-c3cccnc3)cc2cc1OC	-16%	-7%	-3%	0%	30%	-7%	-1%	14%
5%	COc1cc(NC(=O)C2=C(C)OCCS2)c(Cl)cc1C(=O)NCCN1CCN(C)CC1	-31%	-5%	-13%	-2%	12%	10%	-1%	14%
9%	CC(Oc1ccccc1)c1ccnc2nc(/N=C/N(C)C)nn12 (centres undefined)	-13%	-3%	-22%	-17%	20%	15%	-8%	9%
3%	CCOC(=O)NC(=O)CSc1nc2ccccc2[nH]1	-1%	-1%	6%	-11%	48%[activator]	25%	-1%	13%
0%	O=C(Nc1ccccc1)c1cc(S(=O)(=O)Nc2cccnc2)ccc1Cl	-4%	-3%	-27%	-3%	27%	17%	5%	10%[57.1 µM]
2%&11%	O=S(=O)(Nc1cccc(-c2ccc(N3CCCCCC3)nn2)c1)c1ccccc1F	-9%&-27%	0%	3%&1%	4%&10%	19%	54%&-23%[activator]	12%&-11%	7%
-17%	COc1ccccc1C=NNc1nc(C)cc(=O)[nH]1	?	2%	-4%	-8%	7%	-7%	7%	2%[11.4 µM]
-7%	Cc1cc(OCc2cc(C(=O)N3CCN(CC4CC4)CC3)no2)cc(C)c1Cl	-32%	-7%	-7%	-8%	12%	-13%	-5%	9%
-6%	O=c1cc(N2CCC3(CC2)OCCO3)[nH]c(=O)n1-c1ccc(Cl)cc1	-17%	i	-4%	8%	1%	24%	14%	?
5%	O=C(Nc1cccc(S(=O)(=O)N2CCCC2)c1)c1ccc2c(=O)n3c(nc2c1)CCCCC3	-22%	-5%	-5%	-19%	10%	-17%	-25%	7%[57.1 µM]
4%	Cc1cc(C)c2cc(C#N)c(N3CCCN(C(=O)c4cnccn4)CC3)nc2c1	8%	i	-2%	-12%	65%[activator]	-14%	-9%	-11%
8%	CCc1nc(CNC(=O)C2CCC(=O)N(CCc3cccc(F)c3)C2)no1 (centres undefined)	-1%	-1%	18%	7%	33%	40%[activator]	-31%	6%
20%	COCCn1c(N)c(Sc2ccccc2[N+](=O)[O-])c(=O)[nH]c1=O	-6%	i	-1%	-1%	83%[activator]	-1%	-35%[56.9 µM]	32%[activator][57.1 µM]
-8%	CSc1nc(O)cc(=O)n1-c1ccc(F)cc1	0%	-4%	-2%	-13%	11%	-11%	37%	41%[57.1 µM]
?	COc1ccccc1OC(=O)CCc1nc2ccccc2s1	0%	6%	-1%	-9%	51%[activator]	324%[activator]	-35%[56.9 µM]	10%
5%	O=C(COC(=O)C(O)c1ccccc1)NC12CC3CC(CC(C3)C1)C2 (centres undefined)	-8%	-10%	7%	-6%	28%	19%	6%	-11%
6%	Cc1ccc2c(c1)c(N=O)c(O)n2Cc1ccc(Cl)cc1	-25%	8%	-1%	1%	14%	-41%	6%	3%
4%	Cc1ccc(C(=O)NCCn2ccc3ccccc32)cc1[N+](=O)[O-]	79µM*	-8%	0%	-1%	-15%	-52%&-9%	-19%	-8%[57.1 µM]
-3%	CCN(CC)C(=O)Cn1ccc(NC(C)=O)nc1=O	4%	i	-9%	-9%	33%	-13%	6%	-1%[57.1 µM]
-6%	Cc1[nH]c2ccccc2c1/C=N/Nc1nncn1N	-29%	-5%	-1%	?	17%	?	?	-27%
1%	Cc1cc(C(=O)COC(=O)c2ccc(O)cc2)c(C)n1CC(F)(F)F	?	-3%	-8%	1%	?	-11%	1%	27%
8%	O=C1CCCc2cc(S(=O)(=O)N3CCCC(C(=O)NCc4ccccc4Cl)C3)ccc2N1 (centres undefined)	-9%	-9%	-2%	4%	16%	0%	11%	21%
1%	Cc1cc(NC(=O)c2ccc3nc(C)sc3c2)no1	-15%	-3%	.	11%	18%	-19%	-11%	9%
0%	Cc1nc(NC(=O)c2ccc3c(c2)OCO3)ccc1Br	-6%	-3%	-6%	-15%	32%	-45%	-14%	-8%
-2%	COC(=O)Nc1ccc(S(=O)(=O)N(CCO)CCO)cc1	-18%	-1%	8%	6%	13%	-3%	-5%	5%[57.1 µM]
5%	CCOC(=O)C1CCCN(C(=O)c2cc3cc(OC)c(OC)cc3[nH]2)C1 (centres undefined)	-14%	-6%	?	3%	-3%	-2%	4%	14%
2%	O=C(COc1ccccc1F)Nc1ccc(OCc2cc(=O)n3ccccc3n2)cc1	5%	i	10%	-12%	5%[57 µM]	-21%	10%	-12%[57.1 µM]
-1%	Cc1noc(C)c1CSCC(=O)NC1=NCCS1	-4%	4%	4%	2%	42%	-1%	13%	23%[57.1 µM]
10%	CCOC(=O)c1cnc2ccccc2c1Nc1cccc(C(=O)O)c1	-10%[57.1 µM]	-8%	6%	7%	22%	-24%	?	20%[57.1 µM]
1%	O=[N+]([O-])c1ccc(OCCCCN2CCc3ccccc3C2)cc1	20µM*	i	1%	0%	?	?	-8%	16%
1%	CCCn1c2ccccc2c2cnn(CC(=O)N(CC)CC)c(=O)c21	-20%	7%	-9%	2%	27%	23%	8%	-4%
6%	O=C(NCCOc1ccccc1)C1CCC(=O)N(CCCN2CCCC2=O)C1 (centres undefined)	-1%	-5%	-4%	4%	31%	i	14%	-11%
0%	COc1cc(C2C(C(=O)c3cc4ccccc4o3)=C(O)C(=O)N2c2cc(C)on2)cc(OC)c1OC (centres undefined)	-17%	-11%	8%	-1%	29%	10µM*	?	?

# Reformatted with two lines to a compound: entries from further up
# Below each compound – Pin1 inhibitor | JMJD2A Tudor inh | PGK inhibitor | ERG-DNA inh | GLS inhibitor | HP1b chromo inh | 12-LOX inh | RGS4 inh | rTrxR1 inhibitor
O=C(NCCOc1ccccc1)C1CCC(=O)N(CCCN2CCCC2=O)C1 (centres undefined)
 : 6% | -1% | -5% | -4% | 4% | 31% | i | 14% | -11%
CCCc1cc(=O)[nH]c(Nc2cc(Cl)ccc2OC)n1
 : -2% | -14% | -5% | -9% | 9% | 6% | -20% | 13% | 43%[activator]
ClCc1csc(-c2ccccc2Cl)n1
 : 1% | 34% | 7% | -3% | 18% | 67%[activator] | ? | 5% | -22%[57.1 µM]
